FBW7 activator = human FBW7 E3 ligase activation, primary screen; normalized activity (activation), % at 26.1 µM; AlphaScreen FBW7–phospho-cyclin E peptide binding, activator screen; 650,000 compounds, 0.13% hits; in the data active means normalized activity above about 1.9%;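 further: purified mutant Fbw7 with reduced substrate affinity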
Target sequence (Q969H0 whole entry, looked up): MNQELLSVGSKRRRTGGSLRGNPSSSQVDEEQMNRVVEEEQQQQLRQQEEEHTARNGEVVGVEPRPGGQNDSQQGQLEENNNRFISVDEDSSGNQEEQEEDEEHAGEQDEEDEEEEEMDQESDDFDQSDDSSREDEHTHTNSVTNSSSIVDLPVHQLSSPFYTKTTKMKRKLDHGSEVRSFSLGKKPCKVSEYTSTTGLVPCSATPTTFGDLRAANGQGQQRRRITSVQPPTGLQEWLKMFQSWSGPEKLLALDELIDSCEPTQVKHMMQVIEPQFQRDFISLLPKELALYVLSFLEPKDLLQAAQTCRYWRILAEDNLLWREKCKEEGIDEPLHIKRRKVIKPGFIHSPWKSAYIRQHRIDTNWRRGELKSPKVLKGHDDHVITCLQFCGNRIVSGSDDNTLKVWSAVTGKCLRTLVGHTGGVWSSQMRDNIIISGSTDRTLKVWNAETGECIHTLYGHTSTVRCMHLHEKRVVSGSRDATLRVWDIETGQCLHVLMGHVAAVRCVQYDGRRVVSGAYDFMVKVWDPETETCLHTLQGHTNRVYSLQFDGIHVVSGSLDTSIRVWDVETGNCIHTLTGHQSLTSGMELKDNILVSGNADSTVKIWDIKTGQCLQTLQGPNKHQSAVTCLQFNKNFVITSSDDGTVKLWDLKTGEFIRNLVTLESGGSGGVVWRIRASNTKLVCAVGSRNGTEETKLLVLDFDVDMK
GPR151 activ = activates the human receptor GPR151. Q8TDV0. PathHunter beta-arrestin GPR151 cells, luminescence. activation, % at 11.2 µM. 650,000 compounds, 1% hits; in the data active means activation above about 4.9%;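 further: 0% = median of compound wells and 100% = cells with positive control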
Target sequence (Q8TDV0 whole entry, looked up): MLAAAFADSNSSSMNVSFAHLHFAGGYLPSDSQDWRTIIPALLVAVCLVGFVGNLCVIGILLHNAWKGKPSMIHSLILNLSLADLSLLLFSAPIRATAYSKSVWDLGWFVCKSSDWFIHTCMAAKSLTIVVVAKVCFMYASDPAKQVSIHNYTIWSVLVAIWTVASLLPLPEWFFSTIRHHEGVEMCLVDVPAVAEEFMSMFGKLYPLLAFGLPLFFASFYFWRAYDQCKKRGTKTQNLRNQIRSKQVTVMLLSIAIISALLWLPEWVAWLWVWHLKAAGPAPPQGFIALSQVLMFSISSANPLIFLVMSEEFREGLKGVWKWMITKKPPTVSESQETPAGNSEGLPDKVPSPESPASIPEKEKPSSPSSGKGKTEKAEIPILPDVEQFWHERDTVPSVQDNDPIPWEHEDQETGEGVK
MITF inh = human MITF inhibition, primary screen. inhibition, % at 2.6 µM. AID 1259374. 650,000 compounds, 0.91% hits. AlphaScreen MITF homodimerization, bead proximity signal; in the data active means inhibition above about 50%;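 further: 0% = vehicle wells with protein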
TEAD-YAP block = TEAD-YAP interaction inhibition; 640,000 compounds, 1.4% hits; AID 1259422; HEK-TIYL cells, TEAD-Gal4/YAP UAS-luciferase luminescence; inhibition, % at 9.12 µM; in the data active means inhibition above about 32%;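 further: 0% = median of test compound wells and 100% = reference inhibitor wells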
Numbers without * were called inactive; . = not tested or not shown. Outcome played no part in choosing rows (roughly 3.4% active in at least one column).

SMILES | FBW7 activator | GPR151 activ | MITF inh | TEAD-YAP block
O=C(CCSCc1ccccc1Cl)NCc1cccnc1 | 0.1 | 0.4 | 1 | -3
CS(=O)(=O)NCCNS(=O)(=O)c1ccccc1 | 0.5 | -0.8 | 13 | 7
COC(=O)CC1CCCC/C1=N\Nc1ccc(S(N)(=O)=O)cc1 (centres undefined) | 0.0 | 0.9 | 4 | 1
CCOc1ccc(N/C=C(\C#N)c2nc3ccccc3[nH]2)cc1 | 0.0 | 1.1 | 17 | -17
Cc1ccc(NC(=O)CN2C(=O)N/C(=C/c3cc(C)n(-c4ccc(F)cc4)c3C)C2=O)cc1 | -0.1 | 1.5 | -7 | 4
OCCNc1ccnc(N2CCOCC2)n1 | 0.3 | -0.4 | 4 | -7
O=C(NC(=S)Nc1nc(-c2cccc([N+](=O)[O-])c2)cs1)c1ccco1 | 0.0 | 0.8 | 3 | 9
Cc1cc(NCCCc2ccccc2)nc(C)n1 | -0.1 | -0.5 | 4 | -2
N/C(=N\c1nc(C(F)(F)F)cc(=O)[nH]1)Nc1ccc(Cl)cc1 | 0.0 | 0.0 | -7 | 1
O=C(/C=C1\SC(=O)NC1=O)NCC1Cc2cc(-c3cccnc3)ccc2O1 (centres undefined) | 0.3 | 1.7 | -20 | 3
CCCNc1ccnc2c(-c3ccc(OC)nc3)cnn12 | -0.2 | 1.1 | 5 | -34
COc1ccc2cc3cc(C(=O)N4CCC(N5CCCCC5)CC4)sc3nc2c1 | 0.0 | 0.6 | -1 | -13
COc1cc2nc(SCC(=O)NCCc3ccccc3)n(Cc3ccco3)c(=O)c2cc1OC | 0.0 | -0.5 | 1 | 25
Cc1ccc(Cn2c(C)c3cnn(CC(=O)N4CCCC4)c(=O)c3c2C)cc1 | -0.1 | -0.3 | -3 | -8
COc1ccc(-n2nc(C(=O)Nc3nnc(C)s3)c3ccccc3c2=O)cc1 | 0.3 | 0.1 | 11 | 9
Cc1cccc(C)c1-n1c(=S)sc2c(=O)n(-c3ccc(Br)cc3)c(SCC#N)nc21 | 0.1 | -1.5 | 15 | -5
CCCCc1ccc(C(=O)N/C(=C\c2ccc(F)cc2)C(=O)Nc2ccc(C)c(Cl)c2)cc1 | 0.0 | 0.9 | -6 | 16
CC(=O)NC1(C(=O)NC2CCCC2)CCCCC1 | 0.1 | 0.3 | -11 | -6
N#Cc1c(NC(=O)c2cc(-c3ccc4c(c3)OCO4)on2)sc2c1CCC2 | -0.1 | -0.9 | 11 | 2
c1ccc(Nc2ccnc(Nc3ccncn3)n2)cc1 | 0.0 | -0.4 | 12 | -9
O=C(NCCc1ccccc1)c1ccc2c(c1)NC(=O)C(N1CCOCC1)S2 (centres undefined) | 0.0 | 0.1 | 3 | -18
COc1ccc(N2C(=O)S/C(=C\c3ccc(F)cc3)C2=O)cc1 | 0.5 | -1.0 | 0 | 9
C/C(CC(=O)Nc1ccccc1F)=N\NC(=O)Cc1ccc(Cl)cc1 | 0.0 | 0.7 | 11 | -2
CCOC(=O)c1sc2nc(SCC(=O)c3ccccc3)n(CCc3ccc(Cl)cc3)c(=O)c2c1C | 0.3 | -0.9 | 10 | 9
COC(=O)C1=C(C)NC(=S)NC1c1ccc(OCC(=O)N2CCCCCC2)c(OC)c1 (centres undefined) | 0.1 | -1.2 | 13 | -5
COc1ccccc1N1C(=O)C2CCCCC2C1=O (centres undefined) | 0.0 | 1.2 | -3 | -4
CC(=O)c1ccc(-c2cnc3ccc(NCc4ccccn4)nn23)s1 | 1.6 | 0.3 | -1 | 28
CN(C(=O)CSc1n[nH]c(N)n1)c1ccccc1 | 0.1 | 1.7 | -3 | -3
COc1ccc(/C=N/N(CCO)C(=S)Nc2ccccc2)cc1 | -0.1 | -0.1 | -1 | -12
Cc1cc(N2CCN(c3ncccn3)CC2)nc2ccc(NC(=O)c3cccs3)cc12 | 0.2 | 0.2 | 7 | 13
O=C(c1c[nH]c(=O)n(-c2ccc(F)c(Cl)c2)c1=O)N1CCc2ccccc21 | 0.1 | 1.4 | 9 | 11
CCOCC(=O)N1CCC(Cn2ccnc2)CC1 | 0.1 | -2.0 | -3 | -11
Nc1cccc(-c2nc(NCCc3ccc(O)cc3)c3[nH]cnc3n2)c1 | 0.1 | -0.9 | 6 | 3
CNCCCCOc1ccc2ccccc2c1 | 0.1 | 1.8 | 37 | -14
CCn1c(SCC(=O)Nc2ccc(C)cc2)nnc1-c1ccccc1N | -0.1 | 0.8 | -7 | 0
COc1ccc(CCNC(=O)c2sc3ncn(Cc4ccccc4Cl)c(=O)c3c2C)cc1OC | 0.1 | -0.2 | 20 | -14

Among those listed so far, these contain a furan ring, fused or not.
SMILES | FBW7 activator | GPR151 activ | MITF inh | TEAD-YAP block
O=C(NC(=S)Nc1nc(-c2cccc([N+](=O)[O-])c2)cs1)c1ccco1 | 0.0 | 0.8 | 3 | 9
COc1cc2nc(SCC(=O)NCCc3ccccc3)n(Cc3ccco3)c(=O)c2cc1OC | 0.0 | -0.5 | 1 | 25

The results go on.
SMILES | FBW7 activator | GPR151 activ | MITF inh | TEAD-YAP block
c1ccc(NCc2nn3cc(-c4ccccc4)c4c3n2CCCC4)cc1 | -0.2 | -1.1 | 6 | -5
Cc1ccc(CCN2CC(C(=O)NCCCOC(C)C)CC2=O)cc1 (centres undefined) | 0.1 | 0.1 | 8 | 1
CCCCC(=O)Nc1ccc(S(=O)(=O)NC(=O)CC)cc1 | 0.2 | 1.9 | 0 | 10
COc1ccc(O)c(CN2CCN(Cc3ccc(OC)c(C)c3C)C(CCO)C2)c1 (centres undefined) | -0.2 | -0.5 | 1 | -12
COc1cc(C=C2C(=O)NC(=O)NC2=O)ccc1OCc1ccc(F)cc1 | -0.5 | 0.2 | 1 | -39
CC(=O)c1ccc(C(=O)NCCOc2ccccc2)cc1 | 0.8 | -4.9 | 0 | 68*
OCCNc1cc(N2CCN(c3ccccn3)CC2)ncn1 | 0.3 | 0.6 | 16 | -6
CCc1nccn1S(=O)(=O)c1cc([N+](=O)[O-])ccc1Cl | -0.1 | -0.1 | -2 | -7
CC(NC(=O)CNC(=S)N(Cc1ccccc1)Cc1cccnc1)c1ccccc1 (centres undefined) | 0.0 | 0.6 | 7 | 12
COc1cccc(C2C(C(=O)Nc3ccccc3OC)=C(C)Nc3ncnn32)c1 (centres undefined) | 0.0 | -0.7 | -25 | 9
c1ccc(Cc2nn3c(-c4ccccc4)nnc3s2)cc1 | 0.0 | 0.1 | 7 | -10
COC(=O)C1=CN(c2cccc(Cl)c2)C=C(C(=O)OC)C1c1cccc(OC)c1 | 0.5 | 0.9 | -2 | 16
C/C(=C(/C#N)Sc1ccccc1[N+](=O)[O-])N1CCCC1 | -0.1 | -0.9 | -3 | 3
O=C(Oc1ccc(-c2ccccc2)cc1)N1CCOCC1 | -0.2 | 5.8* | -2 | -40
O=C(NC(=S)Nc1ccc(S(=O)(=O)N2CCCC2)cc1)c1cccs1 | 0.2 | -0.8 | 1 | 9
CCN(CC)CCNC(=O)c1cccc(Cl)c1 | 0.0 | -0.6 | -11 | -2
CCC1CN(CC(=O)N2CCCN(c3ncccn3)CC2)Cc2cc(OC)ccc2O1 (centres undefined) | -0.1 | 2.5 | -4 | -10
COc1ccccc1N1CCN(C(=O)c2ccc(F)cc2)CC1 | 0.2 | -0.2 | 41 | 9
CCc1cccc2c(C=O)cn(CC(N)=O)c12 | 0.2 | 1.1 | -1 | 7
Nc1nnnn1Cc1nc2ccccc2[nH]1 | 0.0 | -1.0 | -5 | -30
Cc1ccc(N2CC(=O)N(NC(=O)Nc3cccc(C(F)(F)F)c3)CC2=O)cc1 | -0.2 | 2.6 | -5 | 5
Cc1onc(-c2ccccc2Cl)c1C(=O)N1CCCC(C)C1 (centres undefined) | -0.1 | -0.7 | -9 | 1
Cc1nc2c(c(C)c1CCC(=O)N1CCCCC1)c(=O)n(C)c(=O)n2C | 0.0 | 0.2 | 2 | 17
CC1(c2ccccc2Cl)NC(=O)NC1=O (centres undefined) | 0.0 | -0.5 | 5 | -1

Three compounds already listed, arranged by SMILES length, ascending:
SMILES | FBW7 activator | GPR151 activ | MITF inh | TEAD-YAP block
CC1(c2ccccc2Cl)NC(=O)NC1=O (centres undefined) | 0.0 | -0.5 | 5 | -1
COc1ccccc1N1CCN(C(=O)c2ccc(F)cc2)CC1 | 0.2 | -0.2 | 41 | 9
Cc1onc(-c2ccccc2Cl)c1C(=O)N1CCCC(C)C1 (centres undefined) | -0.1 | -0.7 | -9 | 1

Further structures.
SMILES | FBW7 activator | GPR151 activ | MITF inh | TEAD-YAP block
O=C(O)c1cc2sccc2n1Cc1ccccc1 | 0.1 | -0.1 | 3 | -10
Cc1ccc(NC(=O)CSc2nc3ccccc3c(=O)n2CCC(=O)N2CCCCC2)cc1Cl | 0.0 | 4.1 | -5 | 11
COc1ccc(/C=C2\SC(=S)N(NC(=O)c3ccccc3O)C2=O)cc1 | -0.1 | -1.4 | 14 | 4
COc1ccc(-c2noc(-c3ccc(OC)c([N+](=O)[O-])c3)n2)cc1OC | 0.1 | 0.8 | 10 | -4
CN(C(=O)c1ccccc1C(=O)N(C)C1CCS(=O)(=O)C1)C1CCS(=O)(=O)C1 (centres undefined) | 0.1 | -0.4 | -10 | -3
Cc1ccccc1OCC(=O)Oc1ccc(N2C(=O)CCC2=O)cc1 | 0.1 | 0.4 | -17 | -5
COc1ccc(C(=O)NCC(C)(C)CNC(=O)c2ccc(OC)cc2)cc1 | 0.1 | 2.3 | 2 | -7
COc1cccc(CC2(CCC(=O)NCc3cnn(-c4ccccc4)n3)CCC(=O)N2)c1 (centres undefined) | 0.0 | -1.0 | 0 | -3
COc1ccc(C2(c3ccc(OC)cc3)C=Cc3ccc4ccccc4c3O2)cc1 | -0.1 | -1.2 | -16 | -14
CN(C1CC(C)(C)NC(C)(C)C1)S(=O)(=O)CC12CCC(CC1=O)C2(C)C (centres undefined) | 0.3 | -0.3 | 17 | 1
CCOC(=O)c1ccc(NC(=O)CSc2nnc(CNC(=O)c3cccs3)n2-c2ccccc2OC)cc1 | 0.0 | 1.8 | 6 | 6
CC1(C)NC(=O)N(CC(=O)OCC(=O)Nc2cccc(F)c2)C1=O | 0.0 | 2.0 | -1 | 7

2 compounds from above with just FBW7 activator, GPR151 activ and MITF inh:
structure,FBW7 activator,GPR151 activ,MITF inh
CCOC(=O)c1ccc(NC(=O)CSc2nnc(CNC(=O)c3cccs3)n2-c2ccccc2OC)cc1,0.0,1.8,6
CC1(C)NC(=O)N(CC(=O)OCC(=O)Nc2cccc(F)c2)C1=O,0.0,2.0,-1

Other compounds.
SMILES | FBW7 activator | GPR151 activ | MITF inh | TEAD-YAP block
CCCCOc1ccccc1C(=O)NNC(=S)NC(=O)c1ccc([N+](=O)[O-])cc1 | 0.0 | -0.2 | 0 | 14
COc1ccccc1NC(=S)N(CCc1ccc(OC)c(OC)c1)Cc1ccccn1 | 0.0 | 2.6 | 4 | -11
CC(C)(C)c1cc(C(=O)N2CCn3c(nnc3C3CC3)C2)n[nH]1 | -0.1 | -0.3 | 0 | -10
COc1cc(/C=C(\C#N)c2nc3ccccc3[nH]2)cc(Br)c1OCC#N | 0.1 | 1.1 | -1 | -25
COc1cc(S(=O)(=O)Nc2ccc3c(c2)C(=O)N(C)C3=O)ccc1NC(C)=O | 0.0 | -0.1 | -1 | 5
CC(C)=CCN1CCN(Cc2c(C)n(C)n(-c3ccccc3)c2=O)CC1CCO (centres undefined) | -0.1 | 0.2 | -3 | -6
COc1ccc(S(=O)(=O)Nc2c(C)n(C)n(-c3ccccc3)c2=O)c(Cl)c1Cl | 0.2 | 2.3 | -10 | 1
Cc1cc(NC(=O)CN2CCN(C(c3ccccc3)c3ccccc3)CC2)no1 | 0.1 | 0.3 | 27 | 5
O=C(NCc1cccs1)[C@H](Cc1ccccc1)N1Cc2ccccc2C1=O | -0.1 | -0.3 | -2 | -2
Cc1ccc(OCCN(C)C(=O)C2CC23CCN(C2CCOCC2)CC3)cc1 (centres undefined) | 0.1 | 0.8 | 4 | 1
Cc1cc(-c2cnc(C)nc2C2CCCN(CC(=O)Nc3cc(C)on3)C2)on1 (centres undefined) | 0.1 | 0.1 | 2 | -3
CCN(CC)CCNS(=O)(=O)c1cccc([N+](=O)[O-])c1 | -0.2 | 0.2 | -6 | -1
COc1cc(/C(C)=N/NC(=O)Cc2cccn2C)ccc1O | -0.1 | -0.3 | 12 | -5
CCCCCCCC/C=C\CCCCCC(=O)O | . | 8.7* | 9 | .
O=C1c2cc3ccccc3c(-c3ccccc3)c2C(=O)N1c1ccc(Sc2ccc([N+](=O)[O-])cc2)cc1 | 0.0 | 0.6 | 6 | 7
CCOC(=O)c1[nH]c(=O)[nH]c1CC1C(=O)CC(C)(C)CC1=O | 0.1 | -1.7 | 10 | 10
COc1ccc(-n2nc(C(=O)Nc3cccc(Cl)c3)c3ccccc3c2=O)cc1 | -0.2 | -0.8 | 1 | -5
COc1ccc(S(=O)(=O)N2CCN(c3ccc(F)cc3)CC2)cc1Cl | -0.1 | -0.8 | 2 | 1
COc1ccc(NC(=O)COC(=O)C(C)N2C(=O)c3ccccc3C2=O)c([N+](=O)[O-])c1 (centres undefined) | 0.3 | 2.8 | 0 | 8
CN(C)CCn1cnc2c(=O)oc3ccccc3c21 | 0.7 | -0.8 | 14 | 6
CCC(=O)Nc1ncc2c(n1)CC(c1cccc(Cl)c1)CC2=O (centres undefined) | 0.1 | 1.4 | 9 | 4
COc1cccc(/C=N/NC(=O)CCC(=O)Nc2ccc(C)cc2)c1 | 0.2 | -0.3 | 15 | 12
O=C(c1ccc(Oc2c(Cl)cccc2[N+](=O)[O-])cc1)N1CCOCC1 | -0.1 | 0.5 | 1 | 9
O=C(Nc1ccc(-c2nc3cc(Cl)ccc3o2)cc1)c1ccc(-c2ccc(Cl)cc2)o1 | -0.5 | 3.6 | 3 | -100
Cc1nc2c(C(=O)O)cnn2c(C)c1Cc1c(F)cccc1Cl | -0.1 | -0.7 | -15 | -3

Source: PubChem
